# Platelet DG rel – platelet dense granule release activity | human platelet-rich plasma, SFLLRN dense granule ATP release, luminescence | inhibition, %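 (compounds screened at 7.5 µM in platelet-rich plasma)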 | 300,000 compounds, 0.22% hits;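 active = mean replicate score, as percent of positive control, at or above 50; inconclusive = mean below 50 but at least one replicate at or above 50; inactive = mean and every replicate below 50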
# HSF1 inh – HSF1 inhibition; NIH3T3-HGL HSE-luciferase, MG132-induced, luminescence 8 h; active compounds read low; activity change, negative = inhibition, % at 7.5 µM (by protocol); 300,000 compounds, 0.77% hits; AID 2098;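 active = more than half of replicate wells show activity change below -50%, luminescence cut by over half; inconclusive = some wells, but at most half, below -50%; inactive = no replicate well below -50%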;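 note: luciferase reports HSF-1 transcriptional activity via heat shock element; 0% = median of DMSO wells and -100% = zero luminescence signal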
# HSP90 inh – blocks HSP90-mediated luciferase refolding in reticulocyte lysate | inhibition, % at 5.6 µM | Rabbit reticulocyte lysate, luciferase refolding luminescence, 3 h | 290,000 compounds, 0.91% hits | AID 1789;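 active = inhibition above the screen-wide mean plus 3 SD, computed separately per campaign, cut at about 16% in these data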;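 note: 0% = DMSO wells and 100% = 60 µM geldanamycin wells; inhibitors lower the luminescence because luciferase stays unfolded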
# HSF-1 act – increases HSF-1 driven luciferase reporter signal. NIH3T3-HGL HSF-1 luciferase reporter, MG132, 8 h; 100% = twice DMSO control signal. activation, % at 9 µM. 300,000 compounds, 1.7% hits. AID 504408;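 active = mean replicate activation of at least 50% with a set share of replicates each reaching 50%; inconclusive = only one of those two conditions met; inactive = mean below 50% and too few replicates reaching it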;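 note: 0% = median of the neutral control wells and 100% = twice that signal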
# Dyrk1A ADPGlo – inhibitors of rat Dyrk1A kinase. Q63470. ADP-Glo luminescence, NFATc1 peptide. inhibition, % at 12.5 µM. 310,000 compounds, 0.43% hits. AID 504441; in the data active = inhibition above about 50%;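 note: plate controls were vehicle with enzyme for no effect and no enzyme for full effect; many of its hits are not listed in these tables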
# GSK3B inh – human GSK3beta kinase inhibition | P49841 | GST-GSK3beta kinase, ADP-Glo luminescence, 60 min; active compounds read low | activity score (negative = inhibition), % at 10 µM | 300,000 compounds, 0.038% hits | AID 2097;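 active = more than half of replicate wells score below -50%, meaning over 50% inhibition versus plate controls; inconclusive = some replicates but at most half score below -50%; inactive = no replicate scores below -50%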;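 note: 0% = median DMSO wells and -100% = median GW8510 positive control wells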
# Target sequence (P49841 whole entry, looked up): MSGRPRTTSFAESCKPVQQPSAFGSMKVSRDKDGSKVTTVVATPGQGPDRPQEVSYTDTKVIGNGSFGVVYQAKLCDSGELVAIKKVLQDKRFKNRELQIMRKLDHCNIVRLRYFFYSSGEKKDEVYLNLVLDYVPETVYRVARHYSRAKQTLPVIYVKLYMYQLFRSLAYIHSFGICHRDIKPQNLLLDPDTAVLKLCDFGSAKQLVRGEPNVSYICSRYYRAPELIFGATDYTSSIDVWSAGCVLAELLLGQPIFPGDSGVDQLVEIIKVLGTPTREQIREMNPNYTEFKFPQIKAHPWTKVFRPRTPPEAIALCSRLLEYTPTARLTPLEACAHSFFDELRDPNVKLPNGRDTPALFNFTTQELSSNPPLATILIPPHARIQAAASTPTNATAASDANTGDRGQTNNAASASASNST
#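 test system = GST-tagged human GSK3beta kinase, cell-free | reagent = 25 µM ATP with peptide substrate | dosing = one dose of 10 µM per compound | schedule = 60 min reaction, RT | detection = luminescent ADP-Glo measurement of ADP formed | control set = DMSO neutral wells and GW8510 at 20 µM as positive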
# HDAC3 inhib – human HDAC3 inhibition; 320,000 compounds, 0.15% hits; O15379; inhibition, % at 8.3 µM; recombinant HDAC3, fluorogenic peptide/trypsin coupled, fluorescence; AID 2718; in the data active = inhibition above about 26%, passing the limit was not always enough; inconclusive = no clear call, values can overlap the other calls
# AI-2 QS mod – modulators of Vibrio harveyi AI-2 quorum sensing system; Vibrio harveyi JMH597 AI-2 luminescence/OD600 ratio, 9 h; active compounds read low; strain lacks LuxN and CqsS sensors; 0 = neutral-control median; activity change, % at 7.5 µM; 300,000 compounds, 0.4% hits; AID 2094; in the data active = activity change below about -75%, passing the limit was not always enough; inconclusive = no clear call, values can overlap the other calls;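 note: luminescence divided by OD600 gain over 9 h not by final OD600 alone; inactives centre near 13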
# GSK3 alpha inh – human GSK-3 alpha kinase inhibition | P49840 | 320,000 compounds, 0.1% hits | AID 2650 | inhibition, % at 10 µM | ADP-Glo luminescence, 60 min;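 in the data active = inhibition above about 50%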;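 note: GST-tagged GSK-3 alpha with peptide substrate and 25 µM ATP; 0% = DMSO neutral wells and 100% = GW8510 positive control wells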
# Target sequence (P49840 whole entry, looked up): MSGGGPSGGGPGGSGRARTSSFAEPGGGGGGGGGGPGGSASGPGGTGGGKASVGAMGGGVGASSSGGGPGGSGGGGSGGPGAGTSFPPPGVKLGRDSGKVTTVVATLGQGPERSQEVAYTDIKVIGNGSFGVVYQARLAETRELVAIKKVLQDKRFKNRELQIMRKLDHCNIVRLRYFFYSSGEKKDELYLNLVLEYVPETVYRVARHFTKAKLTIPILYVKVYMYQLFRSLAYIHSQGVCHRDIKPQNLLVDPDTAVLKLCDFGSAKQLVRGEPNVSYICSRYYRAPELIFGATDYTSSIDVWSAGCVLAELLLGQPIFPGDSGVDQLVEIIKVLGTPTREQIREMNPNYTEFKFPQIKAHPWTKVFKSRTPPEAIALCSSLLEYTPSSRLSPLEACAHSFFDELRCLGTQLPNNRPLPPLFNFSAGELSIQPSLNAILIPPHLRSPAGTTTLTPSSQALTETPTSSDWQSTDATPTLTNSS
# PolyA inh – yeast polyadenylation inhibition; calls only at 12 µM; 300,000 compounds, 0.02% hits; S. cerevisiae SKY197-pL101 polyadenylation reporter, beta-gal luminescence; efflux-impaired pdr1/pdr3 knockout yeast; score 100 = 6 SD above DMSO;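 active = lowest replicate activity score at least 50, where 100 means six control SD above control mean; inconclusive = lowest score under 50 but half or more replicates reach 50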;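 note: yeast exposed to compound for 9 h at 30 °C; higher score means more reporter readthrough which indicates perturbed polyadenylation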
# * = called active by the depositor; i = inactive; ? = inconclusive; . = not tested or not shown.
SMILES,Platelet DG rel,HSF1 inh,HSP90 inh,HSF-1 act,Dyrk1A ADPGlo,GSK3B inh,HDAC3 inhib,AI-2 QS mod,GSK3 alpha inh,PolyA inh
CCOC(=O)C1CCCN(C(=O)c2sc3nc(-c4ccc(F)cc4)cn3c2C)C1 (stereo not drawn),2,3,3,5,3,1,10,26,-2,i
Cc1cc(OCC(=O)Nc2ccncc2)ccc1Br,-1,-2,-4,1,26,-5,0,-58,9,.
FC(F)(F)c1cc(-c2ccccc2)nc(N2CCCCCC2)n1,21,7,3,38,-5,3,-1,-2,-2,i
CNC(=O)N(O)C1N(c2ccccc2)C(=S)SC1(C)C (stereo not drawn),-7,-4,-3,4,-2,1,1,-19,-2,i
N#Cc1ccccc1NC(=O)COc1c(Br)cc(Br)c2cccnc12,-2,8,-4,10,-1,7,2,42,13,i
Cc1noc(C(=O)Nc2cc(Cl)ccc2O)c1Cl,5,8,-3,-9,5,0,2,1,-2,i
Cc1[nH][nH]c(=O)c1C(c1ccc(-c2ccc(F)cc2)o1)c1c(C)[nH][nH]c1=O,0,19,5,26,-2,1,3,21,3,i
O=C(Nc1cccc(F)c1)c1c(F)c(F)c(F)c(F)c1F,-4,-10,2,15,-3,1,-2,-1,0,i
Cc1ccc(Cn2c(C)nc3c(c2=O)c2nc4ccccc4nc2n3Cc2ccco2)cc1,-11,77,-2,100*,-7,0,-9,33,5,i
O=C(COc1ccc(S(=O)(=O)N2CCOCC2)cc1)NC1CC1,0,-6,0,37,13,.,3,.,5,i
CCOC(=O)N1CCN(c2nc(-c3cccc(OC)c3)cc(C(F)(F)F)n2)CC1,2,3,-3,6,6,3,-1,23,-2,i
COc1ccc(C(=O)NCCS(=O)(=O)NCc2ccco2)cc1,3,-5,.,4,-2,-1,-2,7,-3,i
Cc1ccc(C(=O)/C=C/c2cn(CC(O)CN3CCOCC3)c3ccccc23)cc1 (stereo not drawn),.,.,-2,.,2,.,-1,.,-2,.
C=CCn1c(SCC(=O)NCc2ccccc2)nnc1-c1cc(Br)ccc1O,0,6,-4,18,-5,-3,1,3,1,i
COc1ccc(CCNS(=O)(=O)c2ccc(OC)c(OC)c2)cc1OC,-2,-4,2,-8,7,1,2,3,1,i
COc1ccc(NC(=O)C2C3C=CC4(O3)C2C(=O)N(CCN2CCCCC2)C4C(=O)NC2CCCC(C)C2C)cc1 (stereo not drawn),-13,-6,4,0,8,-1,-2,32,4,i
CN(C)c1nc(N/N=C\c2ccc(Cl)c([N+](=O)[O-])c2)nc(Nc2ccc(F)cc2)n1,4,1,1,16,-2,0,-4,-23,-3,i
COCC(=O)N1CCC(Oc2ccc(C(=O)N(C)C3CCCCC3)cc2)CC1,-1,-6,-4,-12,3,0,-7,3,-2,i
Cc1cccc(-c2nc(CS(=O)CC(=O)NCc3cccs3)c(C)o2)c1 (stereo not drawn),17,0,-1,-6,0,6,-5,10,-3,i
NC(=O)CSc1nnc(-c2cnccn2)n1-c1ccccc1,0,-9,-1,-8,-2,2,2,25,1,i
COc1ccc(Nc2nc(C)cc(C)c2C(N)=O)c(OC)c1,10,2,4,8,3,0,-2,19,-4,i
Cc1cccc(C(=O)NCCNC(=O)c2cccc(C)c2)c1,1,4,1,-1,3,-4,-6,13,3,i
CCOC(=O)CNC(=O)c1nn(-c2cccc(OC)c2)c(=O)c2ccccc12,.,.,21*,.,-3,.,-5,.,-3,.
CC(C)c1ccc(Nc2nnns2)cc1,31,0,-4,-5,4,0,1,5,0,i
CC(=O)c1ccc(NC(=S)NCCCn2ccnc2)cc1,4,11,-1,26,.,-4,2,15,-2,i
Cc1ccc(NC(=O)c2cc(-c3ccccc3)n[nH]2)cc1,-6,9,-1,21,-3,-3,4,11,-1,i
CCCCCCC(=O)N1CCC(c2nc3c(nnn3Cc3ccccc3Cl)c(=O)[nH]2)CC1,3,13,1,39,9,-4,12,23,3,i
COc1cc(Cn2cnnn2)ccc1O,24,-7,3,-7,9,0,-4,24,.,i
Cc1cccc(NNC(=O)c2c(F)cccc2Cl)c1,-8,-3,-3,7,12,3,-1,18,-3,i
Cc1ccc2nc(SCC(=O)NCc3ccco3)[nH]c2c1,7,-4,1,19,3,-2,3,5,0,i
COc1ccc2c(=O)c(-c3ccc(OC)c(OC)c3)coc2c1,3,14,-4,34,0,-1,-1,13,-1,i
CC1Cc2ccccc2N1C(=S)NC(=O)c1cccc(Br)c1 (stereo not drawn),-16,8,-3,15,-3,-3,.,41,.,i
Cc1ccc(NC(=O)CSc2nnc(CNC(=O)c3ccco3)o2)cc1,3,-1,-3,2,1,4,-1,46,-1,i
CN(C)C(C)(C)C#CCC(c1ccccc1)c1ccccc1,8,-1,1,10,-6,2,4,13,-1,i
CC1CCN(CC(O)COc2ccc(F)cc2)CC1 (stereo not drawn),1,-7,-2,3,3,-1,-5,25,-2,i
CSc1nnc(CNS(=O)(=O)c2ccc(Cl)cc2)n1C,-6,3,0,-11,-4,2,1,0,3,i
CCOc1cc(/C=C/c2nc3ccccc3c(=O)[nH]2)ccc1O,8,2,10,15,5,1,0,-3,0,i
COC(=O)Cc1c(C)c2ccc(OCC(C)=O)c(C)c2oc1=O,-10,6,-5,13,-1,-2,-42,20,-1,i
CN(CCOc1ccc(-c2ccn(S(=O)(=O)c3ccc(Cl)cc3)n2)cc1)c1ccccn1,2,-4,3,16,-4,0,11,20,-2,i
Cc1ccc(OCC(=O)Nc2ccc(S(=O)(=O)N3CCOCC3)cc2)c([N+](=O)[O-])n1,-7,-9,0,-2,6,1,0,16,2,i
CCC1CCc2c(sc(NC(=O)C3c4ccccc4Oc4ccccc43)c2C(N)=O)C1 (stereo not drawn),-1,2,3,20,-10,3,9,17,2,i
Cc1c(C(=O)N2CCCc3ccccc32)oc2ccc(S(=O)(=O)N3CCOCC3)cc12,-10,0,1,18,2,-2,1,13,-1,i
Cc1ccc(S(=O)(=O)N2CCN(Cc3csc(C)n3)CC2)cc1,-5,-3,3,31,-5,0,.,6,1,i
CCNc1nc(CC)nc2c1oc1ccccc12,0,-1,-2,10,6,-5,2,20,1,i
CN(C)Cc1c(C#N)c2ccccc2n1C,-3,-2,3,-2,-5,-1,-5,14,-2,i

# An excerpt from above, showing only PolyA inh, Dyrk1A ADPGlo and HSF1 inh:
Molecule	PolyA inh	Dyrk1A ADPGlo	HSF1 inh
CCNc1nc(CC)nc2c1oc1ccccc12	i	6	-1
Cc1ccc(S(=O)(=O)N2CCN(Cc3csc(C)n3)CC2)cc1	i	-5	-3

# (further entries)
SMILES,Platelet DG rel,HSF1 inh,HSP90 inh,HSF-1 act,Dyrk1A ADPGlo,GSK3B inh,HDAC3 inhib,AI-2 QS mod,GSK3 alpha inh,PolyA inh
CC(C)CCNC(=O)c1cc(-c2ccco2)nc2ccccc12,0,2,7,0,7,-2,-16,10,0,i
FC(F)(F)c1ccc(Cl)c(-n2c(-c3cc(C4CC4)[nH]n3)n[nH]c2=S)c1,-4,9,-1,-4,11,2,7,5,-4,i
CCOC(=O)C1CCN(C(=O)C(CC)c2ccccc2)CC1 (stereo not drawn),0,-5,5,7,-6,2,-5,8,-7,i
CN1C(=O)C(CC(=O)NC2CCCCC2)SC1=Nc1ccccc1 (stereo not drawn),0,-2,0,-7,4,-1,-1,10,-4,i
COc1ccc(OC)c(C(=O)NC(CC(N)=O)c2ccc(NC(C)C)c([N+](=O)[O-])c2)c1 (stereo not drawn),-2,-4,-2,4,-4,-2,-4,13,12,i
O=c1oc2cc(O)ccc2c2oc3cc(O)ccc3c12,-2,4,1,11,43,1,-215,30,9,i
O=C(O)CCNC(=O)/C(=C/c1ccco1)NC(=O)c1ccco1,7,-6,30*,2,-4,0,?,25,-2,i
Cc1ccc(C(=O)Nc2ccncc2)c(Cl)c1,-1,-7,1,-6,7,-10,-7,14,-1,i
CCOc1cc(CNc2ccc(N3CCCC3)cc2)cc(Cl)c1OC,6,-20,2,-36,-15,0,2,9,0,i
CC(=O)Nc1ccc(S(=O)(=O)N(C)CC(=O)OC(C)C(=O)N(C)C2CCCCC2)cc1 (stereo not drawn),-9,1,-1,-5,-4,-1,-3,25,-2,i
CCCOC(=O)c1ccc(Cl)c(NC(=O)c2cccnc2)c1,1,3,-3,9,.,-3,-8,1,0,i
CCc1cc2c(=O)n(CC(=O)NCCc3ccc(OC)c(OC)c3)cnc2s1,16,-6,4,7,-2,-1,-6,17,1,i
COc1ccccc1Oc1coc2cc(OCC(N)=O)ccc2c1=O,1,-3,2,-7,-1,-24,6,13,-2,i
COc1cccc(/C=N/NC(=O)c2cnccn2)c1OC,-2,5,-3,21,.,-1,2,9,-1,i
C=CCn1c(SCC(=O)NC2CCCC2)nnc1-c1ccccn1,-10,-2,-7,-6,-1,4,10,14,0,i
CCCCn1c(SCC(=O)c2ccccc2)nc2c1c(=O)[nH]c(=O)n2C,3,5,-1,28,-2,-1,4,14,0,i
N#Cc1c(F)cccc1NCc1cccs1,0,6,2,11,.,3,2,-31,-1,i
COc1ccccc1N1CCN(C(=O)c2c(-c3ccccc3Cl)noc2C)CC1,1,-12,3,-18,5,-6,-3,5,0,i
Cc1cccc(N(C(=O)CCC(=O)Nc2ccccn2)C(C(=O)NC(C)C)c2ccc(O)cc2)c1 (stereo not drawn),.,.,2,.,-7,2,-4,12,2,.
O=C(O)CCn1c(=O)[nH]c2ccccc2c1=O,-10,-2,-3,2,-2,3,3,32,-3,i
O=S(=O)(Nc1nnc(C(F)(F)F)s1)c1ccc(Cl)cc1,7,8,1,8,.,2,2,10,-8,i
CCCCN(C(=O)CSCC(=O)Nc1ccc(C)cc1)c1c(N)n(CCCC)c(=O)[nH]c1=O,-2,-10,.,-11,-6,-3,2,18,-1,i
O=C(CSc1nc(-c2ccccc2Cl)ns1)NCc1ccco1,-6,20,5,0,4,-3,-2,-4,4,i
COc1ccccc1C(=O)NC(=O)CSc1nncn1C,10,-8,.,-8,5,0,-2,19,1,i
O=C(c1cnn(C(=O)COc2ccccc2F)c1)c1cc(F)ccc1O,-1,-4,2,-15,-5,-1,-7,-5,1,i
Nc1nc(-c2ccccc2)cc(-c2ccccc2)n1,-2,12,0,22,5,0,7,8,0,i
CC(C)(C)OC(=O)NCc1ccc(CNC(=O)c2[nH]cnc2C(=O)NCC(=O)OCc2ccccc2)cc1,1,-9,1,-25,2,3,7,15,-2,i
CC(C)Oc1ccc(NC(N)=O)cc1,5,-23,-2,-31,-5,-2,-3,10,-3,i
CCOc1ccc(NC(=O)CSc2nccn2Cc2ccco2)cc1,-8,18,-3,18,1,0,9,5,0,i

# This is a subset, so the mix of outcomes need not match the whole.
